CYP2C9 activ: human CYP2C9 activators, primary screen, biochemical, luminescence; actives 1.4% (n = 96,000); recombinant CYP2C9, luciferin-H conversion; active compounds read high; factor 1 = untreated enzyme, 0 = blocked; AID 1024, 2008; activation factor at 5 µM;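 active means activation factor of 2 or more for CYP2C9 at a 5 µM dose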;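 further: 0 = sulfaphenazole-blocked wells and 1 = vehicle-only wells; values of inactives mirror those of a sister screen read the other way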
PLK1 inh: human PLK1 kinase inhibitors, primary screen, biochemical, TR-FRET | Serine/threonine-protein kinase PLK1 (Homo sapiens), P53350 | recombinant PLK1 kinase, TR-FRET peptide phosphorylation | inhibition, % at 10 µM | actives 0.53% (n = 97,000) | AID 619, 2007;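 active means inhibition of 50% or more in the single-concentration screen; inactive means inhibition below 50%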;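 further: 0% = DMSO max control and 100% = H-89 dihydrochloride min control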
HIV Rev-RRE inh: HIV-1 Rev-RRE binding inhibitors, primary screen, biochemical, FRET, protein-RNA interaction; P05866; Rev peptide-RRE RNA binding; inhibition, % at 8 µM; actives 0.79% (n = 97,000); AID 704, 2007;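 active means inhibition above the screen-wide mean plus 3 SD, cut at about 35% in these data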;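 further: 0% = median DMSO wells and 100% = median Neomycin B control wells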
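Test system – labelled RRE RNA duplex and labelled Rev peptide · Reagent – labelled Rev peptide · Doses – one concentration, 8 µM nominal · Incubation – 5 + 15 min at 25 °C · Signal – FRET fluorescence readout · Read-out basis – % inhibition of FRET ratio versus controls · Control set – DMSO wells as 0% and neomycin B wells as 100% inhibition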
LYP act: LYP phosphatase activators, primary screen, biochemical, DiFMUP fluorescence, 2 µM | activation, % at 2 µM | actives 0.11% (n = 96,000) | AID 697, 2007 | Tyrosine-protein phosphatase non-receptor type 22 (Homo sapiens), Q9Y2R2 | recombinant LYP; 0 = plate median, 100 = signal doubled;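 active means activation at 2 µM above a set limit, the mean plus 5 SD, cut at about 37% in these data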
Plk1 PBD FP: Plk1 polo box domain binding inhibitors, primary screen, biochemical, fluorescence polarization; Serine/threonine-protein kinase PLK1 (Homo sapiens), P53350; Plk1 PBD phosphopeptide binding; inhibition, %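 (tested at about 20 µM)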; actives 0.13% (n = 97,000); AID 693, 2007; in the data active means inhibition above about 34%, passing the limit was not always enough
PTPN22 inh 2: PTPN22 phosphatase inhibitors, primary screen, biochemical, DiFMUP fluorescence, 2 µM; recombinant LYP catalytic domain; inhibition, % at 2 µM; actives 0.21% (n = 96,000);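 active means inhibition at 2 µM at or above a set limit, the screen mean plus 3 SD, cut at about 24% in these data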;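 further: 0% = DMSO with enzyme and 100% = enzyme fully blocked by orthovanadate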
CYP2C9 inhib: blockers of cytochrome P450 2C9 activity – biochemical, luminescence, ADME assay, primary screen; actives 20% (n = 96,000); P11712; CYP2C9 Supersomes, luciferin-H conversion; inhibition, % at 5 µM;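 active means blocking of liver enzyme CYP2C9 beyond about 50% at 5 µM, limit read from the data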; further: values of inactives mirror those of a sister screen read the other way
EphB4 antag: EphB4-ephrin-B2 interaction antagonists, primary screen, biochemical, TNYL-RAW peptide probe, fluorescence polarization. inhibition, % at 7 µM. EphB4 LBD / TNYL-RAW-Alexa532 peptide. actives 0.15% (n = 97,000). Ephrin type-B receptor 4 (Homo sapiens), P54760;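 active means inhibition above the screen-wide mean inhibition plus 3 SD, cut at about 15% in these data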;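 further: 0% = DMSO wells and 100% = excess unlabeled TNYL-RAW peptide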
Target sequence (P54760 whole entry, looked up, the tested form may be a part): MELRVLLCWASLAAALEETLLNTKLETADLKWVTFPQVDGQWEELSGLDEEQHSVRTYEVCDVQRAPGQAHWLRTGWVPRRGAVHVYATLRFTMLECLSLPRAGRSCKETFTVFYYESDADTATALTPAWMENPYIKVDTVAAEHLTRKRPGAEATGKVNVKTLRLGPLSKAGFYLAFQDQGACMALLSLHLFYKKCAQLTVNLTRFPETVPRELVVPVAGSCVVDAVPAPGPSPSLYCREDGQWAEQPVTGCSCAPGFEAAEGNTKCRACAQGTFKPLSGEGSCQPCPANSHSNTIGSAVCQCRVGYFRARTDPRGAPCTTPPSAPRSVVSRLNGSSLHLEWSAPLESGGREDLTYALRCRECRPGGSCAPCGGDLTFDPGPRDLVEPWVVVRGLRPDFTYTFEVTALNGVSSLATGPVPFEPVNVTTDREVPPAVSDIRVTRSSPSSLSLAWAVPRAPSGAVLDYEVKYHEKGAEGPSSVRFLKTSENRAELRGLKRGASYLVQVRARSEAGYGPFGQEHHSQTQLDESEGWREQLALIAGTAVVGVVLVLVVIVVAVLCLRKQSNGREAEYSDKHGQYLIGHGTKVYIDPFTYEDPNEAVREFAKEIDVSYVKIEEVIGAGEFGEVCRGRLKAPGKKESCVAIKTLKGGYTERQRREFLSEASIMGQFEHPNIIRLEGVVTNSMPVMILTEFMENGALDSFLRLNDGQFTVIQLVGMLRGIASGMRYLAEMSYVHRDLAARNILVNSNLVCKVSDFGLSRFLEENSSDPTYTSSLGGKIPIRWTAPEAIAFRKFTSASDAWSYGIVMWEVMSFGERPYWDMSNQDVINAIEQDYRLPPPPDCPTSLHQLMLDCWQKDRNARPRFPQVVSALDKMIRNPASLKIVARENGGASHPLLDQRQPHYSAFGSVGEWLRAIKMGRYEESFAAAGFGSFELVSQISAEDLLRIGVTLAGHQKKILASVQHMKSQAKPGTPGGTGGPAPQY
Calb biofilm kill: clotrimazole potentiators killing Candida biofilms, primary screen, with clotrimazole, Alamar Blue. C. albicans biofilm + clotrimazole. inhibition, % at 6 µM. actives 0.14% (n = 85,000);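 active means inhibition above 20%; inactive means inhibition below 20%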;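 further: preformed 24 hr biofilms exposed to compound for 48 hr; 0% = biofilm without compound and 100% = blank killed by clotrimazole plus chlorhexidine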
* marks the source's active call; other numbers are inactive results; . = no result given; [ ] = remark or other dose.

1) CCn1nnc(NC(=O)c2cccnc2)n1
2) O=C(CSc1ncnc2c1oc1ccccc12)OCc1ccccc1
3) CCOC(=O)c1sc(NC(=O)c2cccnc2)nc1C
4) Cc1ccccc1NC(=S)NC1CC2CCC(C1)N2Cc1ccco1 (stereo not drawn)
5) Cc1nc2ccccc2c2oc(C(=O)NCCCN3CCC(C)CC3)cc12
6) Cc1cccc(C)c1OCC(=O)N/N=C/c1ccc2c(c1)OCO2
7) CCN(Cc1cc2ccc(C)cc2[nH]c1=O)C(=O)c1cccnc1
8) O=[N+]([O-])c1cc(-c2ccc(/C=N/c3nc4ccccn4c3-c3ccco3)o2)ccc1Cl
9) Cn1c(SCC(=O)NCCc2ccccc2)nnc1-c1ccncc1
10) CCC(=O)NC(Nc1cc(C)ccn1)(C(F)(F)F)C(F)(F)F

assay / compound	1	2	3	4	5	6	7	8	9	10
LYP act	3	1	-9	-12	4	0	5	-13	-9	4
PLK1 inh	0	-136	-11	-16	-2	-11	-20	-11	-3	-8
Plk1 PBD FP	1	14	-20	7	-16	25	-19	-20	6	1
CYP2C9 activ	1	0.9	0.8	1.1	0.9	0.9	1	1	1	0.8
CYP2C9 inhib	1	12	22	-6	8	6	4	2	4	24
HIV Rev-RRE inh	4	12	.	-3	3	-1	4	11	6	7
EphB4 antag	0	4	.	-2	-9	-6	-7	-2	5	4
Calb biofilm kill	7	3	6	.	-6	.	8	.	-2	0
PTPN22 inh 2	-4	-2	7	14	-4	5	-8	12	9	-2

11) Cc1oc2c(C)c3oc(=O)c4c(c3cc2c1C)CCCC4
12) Cc1ccc2[nH]c3c(N4CCCCCC4)ncnc3c2c1
13) COc1ccc(OC)c(C2=NOC(C(=O)Nc3cccnc3)C2)c1 (stereo not drawn)
14) O=S(=O)(NCc1cc(-c2ccccc2Cl)no1)c1ccccc1
15) COC(=O)Cn1c(=NC(=O)C2CC2)sc2c(C)cc(C)cc21
16) COc1cccc(-n2c(Cc3cc(=O)[nH]c(=O)[nH]3)nnc2SCC(=O)N2CCCCCC2)c1
17) COc1ccc(NC(=O)CN2CCN(c3ccc(Cl)cc3)CC2)c(OC)c1
18) Cn1c(C(N)=O)cnc1Sc1ncc(C(F)(F)F)cc1Cl
19) CC(=O)c1cc(F)c(N2CCN(C(=O)COc3ccccc3F)CC2)cc1C
20) CCN(CC)C(=O)CN(C)S(=O)(=O)c1cccc2nsnc12

assay / compound	11	12	13	14	15	16	17	18	19	20
LYP act	-4	-1	-6	-8	-10	0	-1	-1	-5	-8
PLK1 inh	-5	-7	-9	-11	-134	-5	-12	-10	-14	5
Plk1 PBD FP	-4	5	-9	-10	12	7	-7	39	-11	21
CYP2C9 activ	0.5	0.6	2*	2.4*	.	0.9	0.6	1.7	.	1.1
CYP2C9 inhib	50*	36	-99	-140	.	8	41	-74	.	-11
HIV Rev-RRE inh	6	1	4	4	6	2	13	2	9	1
EphB4 antag	2	0	0	2	-3	1	3	-1	3	-2
Calb biofilm kill	2	-9	-3	.	0	-1	5	.	9	9
PTPN22 inh 2	3	-2	3	11	7	-2	-1	6	4	8

Some of these compounds in order of number of heavy atoms, rising:
1) CCn1nnc(NC(=O)c2cccnc2)n1
3) CCOC(=O)c1sc(NC(=O)c2cccnc2)nc1C
18) Cn1c(C(N)=O)cnc1Sc1ncc(C(F)(F)F)cc1Cl
20) CCN(CC)C(=O)CN(C)S(=O)(=O)c1cccc2nsnc12
14) O=S(=O)(NCc1cc(-c2ccccc2Cl)no1)c1ccccc1
6) Cc1cccc(C)c1OCC(=O)N/N=C/c1ccc2c(c1)OCO2
9) Cn1c(SCC(=O)NCCc2ccccc2)nnc1-c1ccncc1
5) Cc1nc2ccccc2c2oc(C(=O)NCCCN3CCC(C)CC3)cc12

assay / compound	1	3	18	20	14	6	9	5
LYP act	3	-9	-1	-8	-8	0	-9	4
PLK1 inh	0	-11	-10	5	-11	-11	-3	-2
Plk1 PBD FP	1	-20	39	21	-10	25	6	-16
CYP2C9 activ	1	0.8	1.7	1.1	2.4*	0.9	1	0.9
CYP2C9 inhib	1	22	-74	-11	-140	6	4	8
HIV Rev-RRE inh	4	.	2	1	4	-1	6	3
EphB4 antag	0	.	-1	-2	2	-6	5	-9
Calb biofilm kill	7	6	.	9	.	.	-2	-6
PTPN22 inh 2	-4	7	6	8	11	5	9	-4

Next compounds follow.
21) COc1ccc(CN2CC34C=CC(O3)C(C(=O)O)C4C2=O)cc1 (stereo not drawn)
22) Cc1cccc(CN2CCC(CNC(=O)CCNC(=O)Cn3ccc4ccccc4c3=O)CC2)c1
23) CC(C)c1nnc(NC(=O)Cn2nc(-c3ccc4c(c3)OCCO4)ccc2=O)s1
24) CN(Cc1ccccc1)S(=O)(=O)c1cccs1
25) Cc1cc(C)n2ncnc2n1
26) COc1ccccc1N1CCN(S(=O)(=O)c2cn(C)c(=O)n(C)c2=O)CC1
27) Cc1ccc(C(=O)CSc2nnc(-c3ccccc3N)n2C)cc1
28) COC(/C=C/Nc1ccc(C)cc1)=C(C#N)C#N
29) O=S1CCCSC1c1cccnc1 (stereo not drawn)
30) Cc1ccc(C(C(=O)NCc2ccccc2)N(C(=O)c2csnn2)c2cccc3ccccc23)o1 (stereo not drawn)

assay / compound	21	22	23	24	25	26	27	28	29	30
LYP act	-4	-5	-5	-2	2	11	-3	15	-17	-2
PLK1 inh	-15	1	-93	-6	13	-8	-29	-5	-8	-8
Plk1 PBD FP	9	-2	31	7	17	31	11	1	-16	23
CYP2C9 activ	1	0.6	0.7	0.7	1.2	1	0.7	1	1.1	0.9
CYP2C9 inhib	3	39	28	29	-19	0	31	3	-5	14
HIV Rev-RRE inh	7	-2	-1	4	-1	1	-3	6	4	-1
EphB4 antag	0	-5	2	2	-2	-2	2	3	1	-1
Calb biofilm kill	5	.	7	1	2	8	13	.	3	-1
PTPN22 inh 2	4	9	3	4	-3	-12	3	-12	20	1

31) Cc1ccc2c(c1C)NC(=O)C2(O)CC(=O)c1ccc2c(c1)OCO2 (stereo not drawn)
32) CCn1c(=N)n(CC(=O)c2ccco2)c2ccccc21
33) O=C(CCC1COc2ccccc2O1)NCC1COc2ccccc2O1 (stereo not drawn)
34) Cc1ccc(C)c(OCC(=O)Nc2ccc(S(=O)(=O)N3CCN(C)CC3)cc2)c1
35) Cc1cc(C)n2cc(CSc3nnc(N)s3)nc2n1
36) COc1ccc(C(=O)Nc2ccc3c4c(cccc24)CC3)cc1
37) N=c1c(S(=O)(=O)c2ccccc2)cc2c(=O)n3ccccc3nc2n1CCN1CCOCC1
38) O=C(CSc1nnc(SCc2cccc3ccccc23)s1)c1ccc2c(c1)OCO2
39) Cc1ccc(S(=O)(=O)NCCn2c(C)cc3ccccc32)cc1
40) Cn1c(=O)c2c(nc(Sc3n[nH]c(N)n3)n2Cc2ccccc2Cl)n(C)c1=O

assay / compound	31	32	33	34	35	36	37	38	39	40
LYP act	2	-1	-6	31	-1	-2	-9	12	0	0
PLK1 inh	-15	-4	-9	-6	-3	-8	-5	-18	-4	-9
Plk1 PBD FP	-10	35	-2	-6	-12	2	0	3	2	7
CYP2C9 activ	0.8	0.9	.	.	1.1	2.2*	.	0.4	0.3	0.8
CYP2C9 inhib	20	7	.	.	-6	-125	.	63*	68*	15
HIV Rev-RRE inh	5	7	7	11	7	5	12	1	15	1
EphB4 antag	-3	0	1	-7	-5	5	6	-3	0	-5
Calb biofilm kill	11	0	3	6	-1	.	3	.	11	9
PTPN22 inh 2	-7	-1	8	-32	-1	6	8	-7	-3	-3

41) N#Cc1ccsc1NC(=O)CSc1nnc(-c2ccccc2)o1
42) CCn1c(CNC(=O)c2ccc(OC)cc2)nnc1SCC(=O)c1ccccc1
43) COc1ccc(/C=C2\CCCC(C(=O)C(F)(F)F)=C2O)cc1
44) COc1cc(SC)ccc1C(=O)NCC1CCCO1 (stereo not drawn)
45) CC(=O)C1C(c2ccc3ncccc3c2)NC(=O)NC1(O)C(F)(F)F (stereo not drawn)
46) COc1ccc(/C=C2\SC(c3ccc(C)cc3)=NC2=O)cc1OC
47) CCOC(=O)CSc1nnc(-c2nnc(SCC(=O)OCC)n2CC)n1CC
48) c1ccc(-c2cc3ccccc3nc2N2CCCC2)cc1
49) CN=C1SC(CC(=O)Nc2cccc(Cl)c2Cl)C(=O)N1C (stereo not drawn)
50) CS(=O)(=O)N1CCc2cc(C(=O)N3CCCCC3)ccc21
51) Cc1nc(NS(=O)(=O)c2ccc(Br)cc2)c2c3c(sc2n1)CCC3

assay / compound	41	42	43	44	45	46	47	48	49	50	51
LYP act	-13	-5	8	-16	-11	-2	5	1	1	4	-1
PLK1 inh	-4	-11	-43	-10	2	-33	-13	-15	-7	-6	-8
Plk1 PBD FP	-18	23	15	-11	-9	-74	-3	-39	23	3	-25
CYP2C9 activ	0.2	1.2	0.2	1.1	.	0.7	1.1	0.6	1.2	.	0
CYP2C9 inhib	85*	-15	82*	-6	.	25	-10	40	-21	.	97*
HIV Rev-RRE inh	5	1	16	3	4	113*[fluorescence artefact?]	4	17	1	3	-1
EphB4 antag	1	-1	-5	1	4	-12	-8	2	-4	2	-1
Calb biofilm kill	.	7	8	6	-3	.	8	.	1	3	8
PTPN22 inh 2	14	1	-6	17	7	0	-7	2	-2	-4	1
